PGE2 EP2 inh – inhibitors of human EP2 prostaglandin E2 receptor; AID 1422; P43116; actives 0.52% (n = 260,000); inhibition, % at 25 µM; C6 glioma cells expressing human EP2, cAMP TR-FRET; cells stimulated with saturating PGE2;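 active = percent inhibition above 40 after rounding to a whole number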;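 also: rat C6 glioma host cells with rolipram phosphodiesterase inhibitor present; the protocol text gives 20 µM as final concentration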
Target sequence (P43116 whole entry, looked up): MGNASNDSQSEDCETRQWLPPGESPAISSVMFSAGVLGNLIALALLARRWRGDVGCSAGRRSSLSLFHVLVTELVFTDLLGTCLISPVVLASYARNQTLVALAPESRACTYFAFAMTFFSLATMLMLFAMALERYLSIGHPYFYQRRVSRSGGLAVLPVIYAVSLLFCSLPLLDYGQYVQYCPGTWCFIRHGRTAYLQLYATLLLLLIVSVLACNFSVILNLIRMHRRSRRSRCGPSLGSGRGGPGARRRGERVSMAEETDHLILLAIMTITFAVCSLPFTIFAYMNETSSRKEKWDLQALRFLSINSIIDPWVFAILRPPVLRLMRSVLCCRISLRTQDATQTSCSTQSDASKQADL
FXIIa inh – factor XIIa (human) inhibition | P00748 | purified FXIIa, Boc-QGR-AMC fluorogenic substrate, 2 h | inhibition, % at 5 µM | actives 0.3% (n = 220,000) | AID 800; in the data active = inhibition above about 40%;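 also: 0% = enzyme with no compound and 100% = blank without enzyme; many of its hits are not listed in these tables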
CHOP inh – inhibitors of CHOP induction in ER stress response; actives 3.8% (n = 220,000); inhibition, % at 10 µM; CHO-K1 CHOP-promoter luciferase, tunicamycin-induced, 15-18 h;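 active = compounds that reduced the stress-induced luciferase reporter signal by more than about 70% of percent inhibition, limit read from the data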;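 also: 0% = tunicamycin plus vehicle and 100% = wells without tunicamycin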
TNF necrop inh – TNF-alpha cell death inhibition in Jurkat FADD-/- cells; Jurkat FADD-/- TNF necroptosis rescue, ATP luminescence, 24 h; 0 = TNF only, 100 = no-TNF cells; activation (protection from cell death), % at 10 µM; actives 0.068% (n = 220,000);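 active = activation, meaning protection from cell death, of at least 50% relative to plate controls; inactive = activation below 50%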;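 also: necroptosis triggered by 40 ng/mL TNF-alpha added together with compound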
PPC-1+TRAIL kill – compounds killing PPC-1 cancer cells with TRAIL present (potentiator screen, no TRAIL-free arm); AID 1443; PPC-1 cells + TRAIL, ATPLite viability luminescence; actives 0.41% (n = 220,000); cell killing (% activity), % at 4 µM;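 active = cell killing above 50% in the first pass at 4 µM, then a duplicate retest at 5 µM averaging 50% or more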;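 also: plate controls were cells with TRAIL plus DMSO for no effect and medium-only wells lacking cells for full effect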
TbHK1 inh – T. brucei hexokinase 1 inhibition; recombinant TbHK1, G6PDH-coupled NADH A340; inhibition, % at 10 µM; actives 0.11% (n = 220,000); AID 1430;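 active = inhibition of 50% or more in the single-dose primary screen; inactive = inhibition below 50%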
zVAD death inh – blocks zVAD induced death of L929 cells. AID 1377. actives 0.38% (n = 220,000). viability rescue, % at 10 µM. L929 zVAD necroptosis rescue, ATP luminescence, 24 h; with zVAD 60 µM;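 active = activation, scaled between plate controls, above about 75%, limit read from the data; inactive = activation under that limit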;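 also: 0% = zVAD with DMSO and 100% = DMSO alone without zVAD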
FXIa inh 1536 – blocks human coagulation factor XIa protease activity; purified FXIa, Boc-Glu-Ala-Arg-AMC fluorogenic substrate; inhibition, % at 5 µM; actives 0.14% (n = 220,000);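 active = inhibition of at least 40%; inactive = inhibition below 40%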;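 also: fluorescence of freed AMC excited at 355 nm; 0% = enzyme without compound and 100% = no enzyme blank; many of its hits are not listed in these tables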
Target sequence (P03951 19-387 limits assumed): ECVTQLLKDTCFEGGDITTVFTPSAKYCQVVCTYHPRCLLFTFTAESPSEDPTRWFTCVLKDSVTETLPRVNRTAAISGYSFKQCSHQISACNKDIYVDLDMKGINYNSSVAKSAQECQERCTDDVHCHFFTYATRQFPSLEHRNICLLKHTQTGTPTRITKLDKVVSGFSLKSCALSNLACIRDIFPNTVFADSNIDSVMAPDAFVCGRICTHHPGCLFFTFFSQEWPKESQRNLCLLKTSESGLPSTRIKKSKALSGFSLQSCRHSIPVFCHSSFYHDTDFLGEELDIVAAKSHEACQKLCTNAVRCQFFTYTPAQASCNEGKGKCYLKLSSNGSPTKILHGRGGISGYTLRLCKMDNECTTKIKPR
Target sequence (P03951 388-625 limits assumed): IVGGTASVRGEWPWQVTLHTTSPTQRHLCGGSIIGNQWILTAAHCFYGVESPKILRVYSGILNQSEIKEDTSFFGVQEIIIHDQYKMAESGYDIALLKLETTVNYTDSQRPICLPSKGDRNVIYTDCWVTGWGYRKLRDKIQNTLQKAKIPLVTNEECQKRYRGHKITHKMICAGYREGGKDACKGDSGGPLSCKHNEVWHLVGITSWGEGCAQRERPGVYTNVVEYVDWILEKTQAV
Wee1 stabilizer – human Wee1 degradation inhibition, primary screen. P30291. actives 1.2% (n = 220,000). HeLa Luc-Wee1K328M stability, luciferase luminescence; 100% = proteasome inhibitor MG132 effect. reporter increase, % at 5 µM;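 active = activation above the mean of all tested compounds plus 3 SD, set per screening run, cut at about 8.8% in these data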;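 also: cells exposed to compound for 20 h before luminescence read; 0% = DMSO alone and 100% = MG132 at 30 µM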
* marks the source's active call; other numbers are inactive results; · = no result given; & = joins results of further samples.

SMILES	PGE2 EP2 inh	FXIIa inh	CHOP inh	TNF necrop inh	PPC-1+TRAIL kill	TbHK1 inh	zVAD death inh	FXIa inh 1536	Wee1 stabilizer
CCc1ccc(C(=O)NCc2ccc(Cl)cc2Cl)cc1	12.3	20.8	16.0	3.3	11.9	13.9	0.3	18.6	1.6
C/C(=N\NC(=O)c1ccccc1O)c1ccc(Br)s1	6.9	14.7	1.4	1.2	41.1	24.5	1.7	6.0	-0.1
CCC(CC)C(=O)Nc1ccc(C)cc1O	4.5	4.4	-1.4	-0.1	26.2	3.5	7.2	-4.0	0.8
CCn1ccc(C(=O)Nc2ccc(N(C)C(C)=O)cc2)n1	-4.7	1.6	-6.7	-4.0	24.1	4.4	-0.3	-20.0	-1.7
CCCCCc1cc(=O)oc2c(C(CCN3CCCC(C)C3)c3ccc(OC)cc3)c(OC)cc(OC)c12 (stereo not given)	29.5	5.1	71.3*	-12.1	15.1	6.4	6.5	1.7	·
Cn1cnnc1SCCCN1C(=O)c2cccc3cccc(c23)C1=O	8.5	5.7	10.0	-0.6	22.5	-15.3	-0.2	0.8	1.3
CC(=O)N1CCN(CC(=O)O)CC1	11.2	11.2	-9.9	-0.4	1.2	-5.1	2.1	-1.2	-1.8
O=C1N/C(=C/c2cccn2-c2ccc(F)cc2)C(=O)N1Cc1ccccc1	4.8	9.8	69.4	0.9	4.9	-7.1	0.0	-2.4	0.1
CCN1CSC(=S)N(Cc2ccc(OC)cc2)C1	12.0	12.3	-23.0	-14.4	-23.4	5.3	-1.9	4.8	1.9
COC(=O)CN1C(=O)N/C(=C/c2ccc(OC)c(C)c2OC)C1=O	7.7	6.2	0.7	1.9	9.6	-28.4	1.1	-5.0	-0.5
Cc1ccc(-c2cc(C(=O)N/N=C/c3cccnc3)n[nH]2)o1	9.0	11.1	17.0	-0.3	30.3	-2.8	1.7	7.3	-1.5
COC(=O)c1ncn(C2OC(COC(C)=O)C(OC(C)=O)C2OC(C)=O)n1 (stereo not given)	13.4	8.6	-6.4	1.5	13.9	1.7	1.1	2.2	0.4
Cn1c(=O)c2c(nc(Sc3n[nH]c(N)n3)n2Cc2ccccc2Cl)n(C)c1=O	2.7	11.6	14.1	0.4	24.4	-3.8	0.4	1.7	-1.3
COc1ccc(CCNC(=O)c2ccc(N3CCCC3=O)cc2)cc1OC	9.6	7.2	30.3	-0.5	6.8	0.5	0.5	0.3	1.2
O=C(Nc1cccc([N+](=O)[O-])c1)C1C2/C=C\CCCCC21 (stereo not given)	8.1	5.5	-25.1	1.3	6.2	-3.8	4.8	-1.9	-1.6

2 of these compounds in a different format:
| molecule | PGE2 EP2 inh | FXIIa inh | CHOP inh | TNF necrop inh | PPC-1+TRAIL kill | TbHK1 inh | zVAD death inh | FXIa inh 1536 | Wee1 stabilizer |
| --- | --- | --- | --- | --- | --- | --- | --- | --- | --- |
| COC(=O)CN1C(=O)N/C(=C/c2ccc(OC)c(C)c2OC)C1=O | 7.7 | 6.2 | 0.7 | 1.9 | 9.6 | -28.4 | 1.1 | -5.0 | -0.5 |
| CCC(CC)C(=O)Nc1ccc(C)cc1O | 4.5 | 4.4 | -1.4 | -0.1 | 26.2 | 3.5 | 7.2 | -4.0 | 0.8 |

Following part.
SMILES	PGE2 EP2 inh	FXIIa inh	CHOP inh	TNF necrop inh	PPC-1+TRAIL kill	TbHK1 inh	zVAD death inh	FXIa inh 1536	Wee1 stabilizer
COCCNC(=O)COC(=O)c1ccc(S(=O)(=O)N2CCOCC2)cc1	4.6	3.3	11.6	0.7	18.6	-7.3	0.3	-1.9	1.1
C/C(=N\NC(=O)Cc1c[nH]c2ccccc12)c1ccc2ccccc2c1	6.2	0.0	81.3*	-3.4	9.0	-2.6	5.1	0.4	-0.8
COc1ccc(CCNC(=O)c2ccc(N(C)S(=O)(=O)c3ccc(C)cc3)cc2)cc1OC	7.0	13.5	17.9	0.9	13.8	3.0	-0.6	-0.6	-0.8
Cc1cc(C)n(CC(=O)O)c(=O)c1[N+](=O)[O-]	6.7	2.8	-3.3	0.7	8.8	-3.3	0.1	-1.9	-1.6
CCN1C(=O)/C(=C2/Sc3ccccc3N2CCCS(=O)(=O)O)SC1=S	4.8&-0.1	28.1&7.0	-2.1&-15.6	-1.7&-0.5	23.0&17.2	16.2&0.0	0.0&-1.1	5.0&-0.5	-0.5&-2.4
CCN(CC(=O)NCCc1ccc(S(N)(=O)=O)cc1)Cc1nc2ccccc2c(=O)[nH]1	4.2	3.0	-17.0	-4.5	-5.6	-5.7	0.0	3.3	-2.8
NS(=O)(=O)c1ccc(Nc2ccccc2)c([N+](=O)[O-])c1	10.6	5.5	15.4	-3.3	22.6	-2.9	-0.1	8.0	-1.7
Cc1nn(CCc2n[nH]c(=S)n2C2CCCCC2)c(C)c1Br	-1.7	18.5	-0.2	-2.5	-0.9	5.3	0.2	-0.1	-0.7
CSc1n[nH]c(=O)n1-c1ccc(Cl)cc1	6.7	6.9	11.3	2.9	-0.8	2.8	-0.6	4.9	0.4
CCN(CC)CCN(C)C1CCC(c2ccccc2)CC1 (stereo not given)	11.2	17.9	-9.3	2.3	5.4	5.0	-0.1	8.3	2.5
COc1ccc(C(=O)NCC(=O)OCC(=O)N2CC(C)CC(C)C2)cc1 (stereo not given)	5.7	3.6	3.3	0.0	0.8	-4.3	-0.1	-1.7	-2.7
O=c1c(-c2ccc(Br)cc2)[n+]([O-])c2ccccc2n1OCc1ccccn1	9.4	·	-1.2	0.8	25.3	-1.7	1.3	-2.4	1.3
CC(=O)NC1=NN(C(C)=O)C(C)(c2ccccc2)S1 (stereo not given)	1.2	19.1	4.7	-14.7	6.9	-8.8	0.3	1.6	0.6
O=C(Nc1ccc(N2CCN(C(=O)c3ccco3)CC2)c(Cl)c1)c1c(F)c(F)c(F)c(F)c1F	19.0	3.1	32.1	-2.7	16.7	-3.1	2.5	-5.5	1.6
C/C(=C/C(=O)N1CCN(C)CC1)C(=O)O	6.3	20.0	-22.5	2.0	4.1	38.7	1.0	20.8	-1.2
Cc1cc(C)n(-c2ccc(C(=O)Nc3nc4ccccc4s3)cc2)n1	15.4	-9.2	90.4*	-1.8	-7.2	-1.6	0.6	-9.2	-1.1
O=C(NC1CC1)c1ccc2c(c1)C1C3CCC(C3)C1C(c1ccccc1)N2 (stereo not given)	3.8	7.7	27.1	-0.8	25.8	-9.5	1.4	6.0	-0.6
Cc1ccc(-c2cc(-c3ccco3)c3c(N)c(C(=O)NN)oc3n2)cc1	10.3	0.4	5.0	-7.7	28.0	-27.4	1.4	0.8	-2.4
O=C(O)CSCNC(=O)CC12CC3CC(CC(C3)C1)C2	9.9	20.4	0.8	0.8	24.0	2.4	1.3	7.9	2.0
NC(=O)NC(=O)CSc1nnc(-c2ccc(Cl)cc2)n1CC1CCCO1 (stereo not given)	3.0	4.4	-20.4	0.3	6.6	6.9	0.6	-3.8	-0.2
Cc1ccccc1Oc1ncnc2oc(-c3ccccc3)cc12	9.3	22.3	-5.3	-2.7	-6.3	-3.5	0.0	6.9	-2.5
CC(C[N+](C)(C)C)OC(=O)C1(c2ccccc2)CCCC1 (stereo not given)	3.2	2.7	22.3	5.3	16.6	-7.3	1.4	-3.6	1.1
C/C(Sc1nnc(Cc2ccccc2)o1)=C(/O)c1ccccc1	3.6	14.5	44.4	-0.5	3.4	-7.1	0.8	5.9	-2.4
C/C(Cc1ccccc1)=N\NC(=O)CNC(=O)c1ccc(Br)cc1	16.9	4.9	-23.0	1.5	7.4	3.8	1.2	0.3	6.6
COc1ccc(/C=C/C(=O)NCc2nc3ccccc3[nH]2)cc1OC	5.5	-2.9	0.1	3.6	-6.8	-18.5	8.4	-5.5	2.8
COC(=O)Nc1ccc(Oc2ccccc2)cc1	3.8	8.4	45.4	-1.6	-2.5	4.9	-0.3	-5.5	2.4
Cc1noc(C)c1CSc1nc2sc(C)c(C)c2c(=O)n1-c1ccccc1	21.4	3.8	0.4	-3.5	-3.8	-2.2	0.8	-4.1	-0.9
O=P(Cc1cc(Br)cc(Br)c1OCCO)(c1ccccc1)c1ccccc1	9.7	5.9	-14.1	-1.6	16.1	-9.8	0.2	-3.4	0.5
CCCCOC(=O)Cn1c(=N)n(CCN2CCOCC2)c2ccccc21	1.3	·	·	-1.1	·	2.9	-0.2	·	-1.3
CCN(CC)C(=O)CSc1nc(O)cc(=O)n1-c1ccccc1OC	7.6	·	·	0.2	22.7	4.7	2.2	·	0.2
CCOc1cc(C2C3=C(CCCC3=O)NC3=C2C(=O)CCC3)cc(Cl)c1O	12.1	5.5	17.4	·	-5.3	·	·	-0.7	·
COc1ccc(C(NC(=O)C(C)C)c2c(O)ccc3ccccc23)cc1 (stereo not given)	3.1	5.8	-2.0	-5.0	·	-5.5	0.2	2.6	1.9
CC1CN(CCCCOc2ccc(F)cc2)CC(C)O1 (stereo not given)	3.4	-1.5	2.2	-0.5	15.7	-14.7	-0.8	-6.1	-4.0
Cc1cccc(NC(=O)c2sc(Cl)nc2C)c1C	6.3	9.6	-10.9	-0.6	11.9	-0.6	3.0	-2.9	0.2
Cc1ccccc1-n1nnnc1SCC(=O)N(C)C1CCS(=O)(=O)C1 (stereo not given)	6.8	·	6.1	0.5	20.7	-2.9	2.6	-0.8	-0.9
CC(C)(C)NC(=O)C(c1ccncc1)N(C(=O)CNC(=O)c1ccco1)c1ccc2c(c1)OCO2 (stereo not given)	6.5	7.7	-26.6	-0.5	-7.1	3.5	1.1	3.5	-3.0
C=CCn1c(CSc2nnc(-c3ccccc3)n2C)n[nH]c1=S	5.0	1.7	8.4	2.3	5.8	-4.4	1.8	4.6	2.5
O=C(CN1C2=NCCN2c2ccccc21)c1ccc(Br)cc1	6.5	8.4	-4.5	-6.1	-3.5	-0.3	-0.3	1.4	-1.8
O=c1[nH]c(-c2ccccc2)cs1	6.5	22.2	-48.9	-0.2	6.1	1.8	0.8	17.5	-1.2
O=C(c1ccncc1)c1ccc(N2CCN(C3CC(=O)N(Cc4cccs4)C3=O)CC2)cc1 (stereo not given)	10.2	7.8	11.4	-1.1	14.4	-10.6	-2.0	-3.2	-2.5
C=C(C)c1cccc(C(C)(C)NC(=O)NCCN(CC)CC)c1	4.7	9.0	4.8	1.0	-25.9	1.7	-1.5	-1.9	2.3
CC(=O)c1c(C)[nH]c(C)c1C(C)=O	7.2	18.1	38.3	0.5	-14.7	5.7	0.2	7.4	-1.3
O=C(O)c1ccccc1Nc1ccccc1C(=O)O	12.6	19.5	19.1	-1.1	2.9	-8.9	-0.1	4.4	2.1
COc1ccc(CCNC(=O)C2CC(c3ccc(C(F)(F)F)cc3)=NO2)cc1 (stereo not given)	8.9	4.9	14.2	0.1	9.4	-6.7	0.6	-3.8	·
CC1CCN(C(=O)CN(c2ccccc2)S(=O)(=O)N(C)C)CC1	6.7	11.6	0.3	-0.2	2.9	-6.1	-0.8	-0.4	0.2
CC(C)(C)n1ncc2c(=O)n(CC(=O)N3CCCC3)cnc21	4.4	8.6	3.3	-0.7	20.3	-3.0	1.9	-1.2	6.9
Cc1sc2nc(CSCC(=O)Nc3ccc(OC(F)F)cc3)[nH]c(=O)c2c1C	3.3	7.1	-7.0	-0.3	23.8	-7.7	0.5	1.5	-3.9
CCc1c(C)nc2ncnn2c1N1CCCC(C(=O)NCc2ccco2)C1 (stereo not given)	1.1&15.5	12.4	-10.7	-0.7	10.6	-6.8	0.3	1.4	3.3
CC(C)(C)CN1C(N)=NC[C@@H]1Cc1ccc(O)cc1	17.0	0.5	19.9	1.8	-11.7	5.1	0.8	-1.8	·
Cc1nn(CC(=O)Nc2nnc(CC(=O)N3CCCC3)s2)c(=O)c2ccccc12	8.7&10.3	·	·	0.4	6.0	1.6	1.0	·	-1.9

This is a subset; count on the stated rates, not on these rows.
